PhoP GFP inhibition = PhoP regulon inhibitors, Salmonella typhi PhoP promoter GFP reporter, confirmatory (AID 1850). 310,000 tested, 0.33% active. one-dose inhibition, % at 50 µM; IC50 in µM for titrated hits. Salmonella Typhi PhoP-promoter GFP reporter, fluorescence, 4 h; higher % means a stronger effect; in the data active = a potency from the dose series; inconclusive = inhibition mostly from about 25% at the one dose, without a potency; inactive = the rest, 99 in 100 with inhibition below about 19%;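 also: 0% = induced wells with vehicle and 100% = uninduced wells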
tuberculosis growth = growth inhibition of non-replicating M. tuberculosis (AID 488890); Mycobacterium tuberculosis non-replicating, growth inhibition; higher % means a stronger effect; inhibition, % at 25 µM; hits with a dose series show IC50 in µM; 320,000 tested, 0.39% active; in the data active = a potency from the dose series; inconclusive = inhibition mostly from about 82% at the one dose, without a potency; inactive = the rest, 99 in 100 with inhibition below about 76%;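 also: plate controls were DMSO cells for no effect and high antibiotic wells for full effect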
inhibitors of VEEV = inhibitors of VEEV TC-83 cytopathic effect, confirmation, Vero cells (AID 588727) | Vero cells, VEEV TC-83 cytopathic effect inhibition; higher % means a stronger effect | inhibition, % at 20 µM, or IC50 in µM where a hit was titrated | 350,000 tested, 0.13% active; in the data active = a potency from the dose series; inconclusive = inhibition mostly from about 14% at the one dose, without a potency; inactive = the rest, 99 in 100 with inhibition below about 12%; also: strong numbers were not always called active
H37Rv inhibition = M. tuberculosis growth inhibition, HTS (AID 449762); M. tuberculosis H37Rv growth inhibition, 7H9 media; higher % means a stronger effect; one-dose inhibition, % at 25 µM; IC50 in µM for titrated hits; 330,000 tested, 0.59% active; in the data active = a potency from the dose series; inconclusive = inhibition above about 70% without an active follow-up result;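 also: bacterial growth assessed after seven days of incubation; strong numbers were not always called active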
influenza NS1A = H1N1 influenza NS1A inhibitors, functional cell based assay (AID 504329); NS1A functional cell-based assay, percent inhibition; higher % means a stronger effect; inhibition, % at 12.5 µM, or IC50 in µM where a hit was titrated; 340,000 tested, 0.3% active; in the data active = a potency from the dose series; inconclusive = inhibition above about 27% without an active follow-up result; also: strong numbers were not always called active
inhibitors of VEEV 10K pilot screen = also measured in inhibitors of VEEV; calls as there; inhibition, %; measured here: 10K pilot screen inhibition
Numbers without * were called inactive; i = inactive; ? = inconclusive; . = not tested or not shown.

SMILES	PhoP GFP inhibition	tuberculosis growth	inhibitors of VEEV	H37Rv inhibition	influenza NS1A	others
COc1cc(N=c2ssnc2Cl)cc(OC)c1	-5%	i	4.4%	?	2%	inhibitors of VEEV 10K pilot screen=0.5
CCN1C2OC3OC4C(OC3OC2N(CC)S1(=O)=O)N(CC)S(=O)(=O)N4CC (configuration not stated)	1%	-1%	i	-2%	-7%
CC(C)c1ccc(NC(=O)C2CC(=O)N(C(C)C)C2)cc1 (configuration not stated)	-12%	4%	0.1%	4%	-7%
O=C(O)COCC(=O)Nc1cc(C(F)(F)F)cc(C(F)(F)F)c1	10%	0%	4.1%	-23%	4%
COCCCNC(=O)CSc1nc2cc3c(cc2c(=O)n1CCCC(=O)NCc1ccc(OC)cc1)OCO3	-9%	-2%	0.7%	-17%	10%
O=C(Cn1cc2c(n1)CCCC2)NCc1cccs1	0%	15%	0.8%	0%	4%
Cc1ccc(C)c(Oc2ccc(S(=O)(=O)N3CCN(C)CC3)cn2)c1	0%	-14%	1.7%	-3%	-10%
Nc1c(C(=O)NCCc2ccccc2)nnn1Cc1ccc(Br)cc1F	-7%	6%	0.3%	0%	1%
COc1cccc(Nc2nc(-c3ccccc3)nc3ccccc23)c1	-3%	12%	4.2%	?	12%
COc1c(Br)cc(Br)cc1C(=O)Nc1ccccc1N1CCCC1	4%	4%	0.1%	6%	-11%
CCC(=O)N1C(Cc2ccccc2)COC1(C)C (configuration not stated)	5%	11%	0.0%	7%	-9%
O=C(NCCCl)Nc1ncn[nH]1	.	.	i	.	8%
CC(=O)Oc1cc2c(C(=O)NCc3ccncc3)c(C)oc2c2ccccc12	6%	.	1.4%	-3%	-6%
O=C(CNC(=O)c1ccc2c(c1)OCO2)NCc1cccs1	.	3%	12%	5%	1%
CC1CCN(C(=O)CSc2n[nH]c(-c3cccs3)n2)CC1	-6%	8%	2.1%	-22%	-1%
Cc1ccc(NS(=O)(=O)c2cccc(C(=O)O)c2)cc1S(=O)(=O)N1CCOCC1	-8%	-13%	1.1%	-21%	-3%
COC(=O)c1c(NC(=O)CSc2ccccc2N)sc(C)c1C	7%	-14%	6.2%	-5%	1%
O=C(Cc1ccc(-c2ccccc2)cc1)NCc1ccccc1	-14%	10%	i	5%	1%
CCS(=O)(=O)N1CCC(C(=O)Oc2ccc(C(=O)OC)cc2)CC1	0%	.	i	-4%	7%
Cc1nc2ccccc2n1C1CCN(CC(=O)Nc2ccccc2Br)CC1	0%	40%	0.7%	10%	-1%
O=C1CC(c2cccc(Cl)c2)c2cc3c(cc2N1)CCC3 (configuration not stated)	0%	36%	i	8%	3%
CC1(C)CC(=O)C/C(=N/NC(=O)COc2ccc(Cl)cc2Cl)C1	11%	4%	1.0%	-2%	-9%
O=C1CSC(c2cccc([N+](=O)[O-])c2)N1Cc1ccccc1 (configuration not stated)	0%	14%	0.5%	2%	1%
CC(C)c1c(O)nc(SCC(=O)N2CCCCC2)[nH]c1=O	-2%	-5%	0.8%	5%	-1%
C(=N\N(Cc1ccccc1)c1ccccc1)/c1cccnc1	-8%	11%	2.7%	-4%	13%
Cc1cc(-c2ccccc2C(=O)NC2CCCCC2)on1	2%	-6%	6.2%	-11%	-6%
COC(=O)c1ccccc1N=Nc1c(N)[nH][nH]c1=O	4%	1%	4.5%	3%	-3%
C=CCOC(=O)c1ccccc1C(=O)OCC=C	.	4%	0.6%	-4%	-1%
COc1ccc(CC(=O)N(Cc2ccccc2)c2ccc(C)cc2)cc1S(=O)(=O)N1CCOCC1	-1%	18%	8.0%	4%	2%
O=P(c1ccccc1)(c1ccccc1)C(c1ccccn1)P(=O)(c1ccccc1)c1ccccc1	2%	19%	i	3%	.
Cc1cccc(NCc2ccc(N(C)C)cc2)n1	-1%	26%	i	-1%	8%
COc1ccccc1OCC(=O)NCc1cccs1	-10%	10%	0.8%	9%	-1%
CC(=O)n1nc2nc(C)cc(C)c2c1N	1%	-10%	2.3%	1%	5%
COc1ccc(C2CC(c3ccccc3)=NN2C(=O)CSc2ncn[nH]2)cc1 (configuration not stated)	-4%	24%	7.8%	1%	1%
COc1ccc(C(=O)Oc2ccc3c(C)cc(=O)oc3c2C(C)=O)cc1	6%	-2%	i	-1%	-2%
N#CCC(=O)Nc1ccc(C(=O)NCc2ccccn2)cc1	-6%	-2%	i	-2%	2%
CCOc1ccc(NC(=O)c2cccnc2C(=O)O)cc1	0%	2%	0.1%	38%	0%
O=c1ccnc(Sc2ncccc2[N+](=O)[O-])[nH]1	28%	.	0.9%	55%	-12%
O=C(CCc1nc2ccccc2c(=O)[nH]1)NNC(=O)COc1ccc(Br)cc1	-4%	-14%	i	-8%	-2%
C=CCn1c(COC)nnc1SCC(=O)c1ccc(F)cc1	15%	-8%	2.0%	-4%	5%
CCOC(=O)Cc1cnc(NC(=O)CSc2nc3ncnc(N)c3[nH]2)s1	-34%	2%	0.5%	8%	-4%
Cc1nn(-c2nnc(NC3CCCCC3)nn2)c(C)c1Br	-6%	56%	0.2%	18%	5%
Cc1ccc(Oc2ncccc2/C=N/OCc2ccc(Cl)cc2Cl)cc1	4%	8%	4.4%	9%	-8%
COc1ccc(C(=O)Nc2cnn(Cc3ccc(Cl)cc3)c2)cc1OC	6%	12%	0.0%	-3%	6%
CCNC(=S)Nc1nc2c(cc1C(=O)OCC)CCCC2	2%	27%	1.8%	-20%	-8%
O=C(CCc1ccccc1)NNC(=O)C1CCCCC1	2%	.	1.6%	.	0%	inhibitors of VEEV 10K pilot screen=0.6
O=C1c2ccccc2C(=O)N1CCCn1c(=O)oc2ccccc21	3%	-14%	0.1%	-4%	24%
C=CCn1c(=N)n(CC(=O)c2ccccc2)c2ccccc21	8%	10%	i	13%	0%
COc1cccc(CNC(=O)CN2C(=O)COc3ccc(S(=O)(=O)N4CCCC4)cc32)c1	7%	12%	0.3%	-3%	5%
CCC(C)[C@@H](C(=O)NCC1CCC(C(=O)O)CC1)n1nnc2ccccc2c1=O (some centres not stated)	4%	-6%	1.0%	-3%	2%
Next section:
SMILES	PhoP GFP inhibition	tuberculosis growth	inhibitors of VEEV	H37Rv inhibition	influenza NS1A	others
CCCCCCCC(=O)Oc1ccc(C(=O)Nc2cc(C)on2)cc1	1%	-6%	1.3%	-2%	4%
Cc1c(NC(=O)C(C)OC(=O)c2cccnc2Cl)c(=O)n(-c2ccccc2)n1C (configuration not stated)	.	9%	0.9%	5%	-6%
Cc1sc2nc(C3CC3)nc(N3CCN(C(=O)c4ccc(Cl)cc4)CC3)c2c1C	1%	27%	4.3%	10%	11%
CCc1ccc(C(=O)COC(=O)C2CCN(c3ccc(C(F)(F)F)cn3)CC2)cc1	-2%	28%	1.9%	?	-4%
O=C(NCc1ccc(F)cc1)NC(=O)c1ccc(Cl)cc1	-9%	-10%	0.8%	-4%	22%
CCCCOC(=O)CCN1C(=O)/C(=C2\SC(=S)N(CCC(=O)OCCCC)C2=O)SC1=S	-23%	?	0.5%	3µM*	14%
NC(=O)c1ccccc1OCC(=O)c1ccc(Cl)cc1	18%	53%	i	-3%	2%
CC1CC(=O)Nc2ccccc2N1C(=O)Nc1ccc(F)cc1F (configuration not stated)	5%	-24%	i	-14%	0%
CC1CCCC(NC2CCCCNC2=O)C1 (configuration not stated)	-13%	-14%	i	6%	-14%
Cc1cccc(C2Nc3ccccc3C(=O)N2NC(=O)c2ccc([N+](=O)[O-])cc2)n1 (configuration not stated)	-9%	-17%	0.5%	11%	8%
COc1cccc(/C=N/n2c(N)nc3ccccc32)c1OC	2%	57%	0.3%	0%	-8%
Cc1cc(=O)n2nc(N3CCC(C(=O)NC(C)c4ccccc4)CC3)sc2n1 (configuration not stated)	8%	14%	3.6%	-2%	5%
O=C(CSc1nc2ccccc2c(=O)n1CCCN1CCOCC1)Nc1ccc(Br)cc1	.	72%	4.2%	?	-16%
CCCCCCCCNCCS(=O)(=O)NCc1ccccc1	.	.	i	.	-12%
COC(=O)c1ccc(CSCc2ccc(C#N)cc2)cc1	2%	71%	.	2%	.
COC(=O)NC(=S)Nc1ccc(Oc2ccc(Cl)cc2Cl)c(Cl)c1	0%	-4%	3.9%	-2%	7%
O=C(C1CCCN(c2ncnc3c2nc2n3CCCCC2)C1)N1CCN(c2cccc(Cl)c2)CC1 (configuration not stated)	-7%	29%	6.5%	?	14%
CC1Oc2ccccc2N(CC(=O)NCc2ccccc2)C1=O (configuration not stated)	4%	7%	0.7%	0%	-10%
COc1cccc(CCC(=O)Nc2cc3c(cc2C(=O)O)OCCCO3)c1OC	.	-9%	1.9%	-7%	-16%
O=C(CSc1ccc2c(c1)OCCO2)Nc1cccnc1Cl	8%	60%	3.8%	2%	-2%
Cc1ccc(NC(=O)c2sc3nc(C)nc(N4CCN(c5ccccn5)CC4)c3c2C)c(C)c1	6%	70%	8.2%	?	0%
CS(=O)(=O)c1ccc(C(=O)NCC2(N3CCCCC3)CCCCC2)cc1	1%	17%	i	7%	0%
COCCn1cnnc1SCC(=O)Nc1cc(OC)c([N+](=O)[O-])cc1C	-7%	9%	0.8%	-6%	-11%
CC(C)CCC(C)N=Cc1c(O)n(Cc2ccccc2)c(=O)c2ccccc12 (configuration not stated)	3%	2%	4.3%	7%	1%
CCOC(=O)CSc1n[nH]c(NC(=O)c2ccccc2)n1	-4%	7%	1.7%	-7%	4%
O=[N+]([O-])c1ccc(N=Cc2ccc(Br)c([N+](=O)[O-])c2)cc1	1%	9%	i	-3%	8%
Cc1nc(N2CCC3(CC2)OCCO3)c2nnn(Cc3ccccc3F)c2n1	-1%	-5%	9.8%	7%	0%
COc1ccc(NC(=O)C(=O)c2cn(CC(=O)N3CCCC3)c3ccccc23)cc1	2%	22%	12%	1%	1%
O=C(Cc1cccs1)N=Nc1c(O)[nH]c2ccc(Br)cc12	5%	29%	3.5%	7%	2%
O=C(O)C1CCN(S(=O)(=O)c2cccc3cccnc23)CC1	6%	-6%	1.5%	9%	0%
Cc1ccccc1C(=O)c1cccn1CC(=O)NC(C)c1ccc2c(c1)OCCO2 (configuration not stated)	-5%	14%	1.4%	3%	-6%
O=C1CCCC2=C1C(c1ccncc1)n1c(nc3ccccc31)N2 (configuration not stated)	-4%	6%	0.8%	10%	2%
COc1cc(C2=NOC(C(=O)NCc3ccc(F)cc3)C2)cc(OC)c1OC (configuration not stated)	-4%	66%	1.2%	-4%	-9%
CC(Sc1ncccn1)C(=O)Nc1ccc2c(c1)OCO2 (configuration not stated)	.	22%	i	-6%	-10%
O=C(CCc1nc(-c2cccs2)no1)NCc1ccc(F)cc1Cl	3%	.	3.5%	0%	0%
CCN(c1ccccc1)S(=O)(=O)c1ccc(C(=O)N(CCCN(C)C)c2nc3c(C)cccc3s2)cc1	-4%	22%	5.2%	-4%	>100µM*
C=C(C)C1CC=C(C)/C(=N/NC(=O)COc2ccc(C)cc2)C1 (configuration not stated)	6%	12%	i	2%	6%
O=C(CN(Cc1ccccc1Cl)C(=O)CN1C(=O)CSc2ccccc21)NC1CC1	-5%	9%	3.8%	5%	0%
CC1=CS/C(=C(/C#N)C(=O)N2CCOCC2)N1c1ccccc1	-6%	8%	1.0%	3%	-7%	inhibitors of VEEV 10K pilot screen=0.5

Grouped by structure, the entries above containing a thiophene ring, fused or not.
SMILES	PhoP GFP inhibition	tuberculosis growth	inhibitors of VEEV	H37Rv inhibition	influenza NS1A	others
O=C(Cn1cc2c(n1)CCCC2)NCc1cccs1	0%	15%	0.8%	0%	4%
O=C(CNC(=O)c1ccc2c(c1)OCO2)NCc1cccs1	.	3%	12%	5%	1%
CC1CCN(C(=O)CSc2n[nH]c(-c3cccs3)n2)CC1	-6%	8%	2.1%	-22%	-1%
COC(=O)c1c(NC(=O)CSc2ccccc2N)sc(C)c1C	7%	-14%	6.2%	-5%	1%
COc1ccccc1OCC(=O)NCc1cccs1	-10%	10%	0.8%	9%	-1%
Cc1sc2nc(C3CC3)nc(N3CCN(C(=O)c4ccc(Cl)cc4)CC3)c2c1C	1%	27%	4.3%	10%	11%
Cc1ccc(NC(=O)c2sc3nc(C)nc(N4CCN(c5ccccn5)CC4)c3c2C)c(C)c1	6%	70%	8.2%	?	0%
O=C(Cc1cccs1)N=Nc1c(O)[nH]c2ccc(Br)cc12	5%	29%	3.5%	7%	2%
O=C(CCc1nc(-c2cccs2)no1)NCc1ccc(F)cc1Cl	3%	.	3.5%	0%	0%

Bioassay records (PubChem)
